# From PubChem
# Epigenetic reg – epigenetic control regulation, reporter derepression | actives 0.2% (n = 280,000) | AID 1865 | Potency, µM (series often up to 53.9 µM), for the others: at the top dose GFP activation, actives largely listed as activators | murine LDR cells, GFP reporter derepression, 30 h; active = well fitted activation curve with a large enough effect; inconclusive = small, poorly fitted or top-dose-only effect; also: % of control where 0% means no effect; nearly all actives have a fitted effect of over 60% in size
#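 Murine LDR cells carrying a silenced, genomically integrated CMV-driven GFP reporter were exposed to compound for 30 hours at 37 C. After PBS washes, GFP-positive cells (20–120 um objects) were counted by laser-scanning microplate cytometry.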
# Active calls of the source: *; ? = inconclusive. Potency is read from the fitted curve at half-maximal effect. These rows are one share of the data; the hit share may differ from the screen's.
Epigenetic reg,SMILES
3.2%,Cc1ccc(Cn2cccc2C2=NC(C)(C)CO2)cc1
0.4%,CC(C)Oc1ccc(CNC(=O)c2ccc(CS(=O)Cc3ccccc3Cl)o2)cc1 (stereo not given)
-0.2%,COc1cc(/C=C/c2nc(C#N)c(NC(C)c3ccccc3)o2)cc(OC)c1OC (stereo not given)
0.8%,CC(C)Sc1nc2sc3c(c2c(=O)n1Cc1ccccc1)CCCC3
2.8%,CCc1ccc(NC(=O)Cn2c(=O)n(CCCC(=O)NCc3ccccc3Cl)c(=O)c3ccccc32)cc1
1.9%,CCS(=O)(=O)c1ncc(Cl)c(C(=O)Nc2ccc(S(=O)(=O)N(C)c3ccccc3)cc2)n1
4.8%,CCOC(=O)c1ccc(NC(=O)c2c(N3CCCC3=O)c3cc(OC)ccc3n2C)cc1
1.9%,CCCOc1cccc(C(=O)N(Cc2cc(OC)c(OC)c(OC)c2)C2CCS(=O)(=O)C2)c1 (stereo not given)
-2.5%,O=C1CN(C(=O)c2ccc(S(=O)(=O)N3CCCC3)cc2)C(c2ccccc2)c2cc(F)ccc2N1 (stereo not given)
0.0%,Cc1ccc(C)c(CN2C(=O)c3ccccc3S(=O)(=O)c3ccc(C(=O)N4CCc5ccccc54)cc32)c1
11%,Cc1ccc(C)c(NC(=O)CSc2c3c(nc4ccc(Cl)cc24)CCCC3)c1
2.5%,CCCN(CCC)C(=O)Cn1c(=O)n(Cc2ccc(C(=O)NCCc3ccc(OC)c(OC)c3)cc2)c(=O)c2ccccc21
2.7%,CCOC(=O)c1c(NC(C)=O)c2c3c(sc2n1Cc1nc(-c2ccccc2OCC)oc1C)CCCC3
0.8%,CCc1cc2c(cc3c(=O)n(CC(=O)N4CCN(c5cc(Cl)ccc5C)CC4)nc(CC)n32)s1
0.0%,COc1ccccc1OCc1nc(-c2cccc(C)c2)no1
5.7%,CCc1ccc(Nc2cc(C)nc3nc(Cc4ccc(Cl)cc4)nn23)cc1
3.5%,COc1ccc(OC)c(NC(=O)c2ccc3c(c2)c(C)c(C)n3Cc2ccc(F)cc2)c1
-0.8%,O=C(Nc1ccc(O)c(-c2nc3ccccc3o2)c1)c1sc2ccccc2c1Cl
0.0%,CCc1ccc(-n2nc3ccc(NC(=O)c4ccc(C#N)cc4F)cc3n2)cc1
0.8%,COc1ccc(CNC(=O)CSc2nc(-c3ccc(OC)c(OC)c3)cc(C(F)(F)F)n2)cc1

# Looked up by structure from the entries so far, 3 records:
Epigenetic reg,SMILES
3.2%,Cc1ccc(Cn2cccc2C2=NC(C)(C)CO2)cc1
1.9%,CCS(=O)(=O)c1ncc(Cl)c(C(=O)Nc2ccc(S(=O)(=O)N(C)c3ccccc3)cc2)n1
0.0%,Cc1ccc(C)c(CN2C(=O)c3ccccc3S(=O)(=O)c3ccc(C(=O)N4CCc5ccccc54)cc32)c1

# Some of the entries above in another layout:
structure	Epigenetic reg
COc1cc(/C=C/c2nc(C#N)c(NC(C)c3ccccc3)o2)cc(OC)c1OC (stereo not given)	-0.2%
CC(C)Sc1nc2sc3c(c2c(=O)n1Cc1ccccc1)CCCC3	0.8%
CCc1ccc(NC(=O)Cn2c(=O)n(CCCC(=O)NCc3ccccc3Cl)c(=O)c3ccccc32)cc1	2.8%
CCS(=O)(=O)c1ncc(Cl)c(C(=O)Nc2ccc(S(=O)(=O)N(C)c3ccccc3)cc2)n1	1.9%

# The main list resumes, starting 3 compounds before the break.
Epigenetic reg,SMILES
-0.8%,O=C(Nc1ccc(O)c(-c2nc3ccccc3o2)c1)c1sc2ccccc2c1Cl
0.0%,CCc1ccc(-n2nc3ccc(NC(=O)c4ccc(C#N)cc4F)cc3n2)cc1
0.8%,COc1ccc(CNC(=O)CSc2nc(-c3ccc(OC)c(OC)c3)cc(C(F)(F)F)n2)cc1
?,Cc1cn2c(=O)c(S(=O)(=O)NCc3ccc(F)cc3)c(C)nc2s1
-4.4%,CCc1nn2c(=O)c(S(=O)(=O)Nc3cccc(F)c3)c(C)nc2s1
-0.8%,CCCSc1ncc(Cl)c(C(=O)N2CCN(c3ccc(OC)cc3)CC2)n1
4.0%,O=C(CCCn1c(=O)c2cccn2c2cccnc21)Nc1ccccc1C(F)(F)F
0.3%,CCCNc1ccc(-c2nc(-c3ccccn3)no2)cc1[N+](=O)[O-]
10.0%,O=C(CCS(=O)(=O)c1cc(Br)cc2c1N(C(=O)C1CC1)CC2)Nc1ccc(C(F)(F)F)cc1
?,CCCOCc1cc(CN2CCN(c3cccc(Cl)c3)CC2)c(O)c2ncccc12
-0.9%,COc1ccc(CCNC(=O)CCCCn2c(=O)c3ccccc3n(Cc3ccccc3)c2=O)cc1OC
1.6%,COc1ccc(OC)c(CNc2ncnc3onc(-c4ccc(Cl)cc4)c23)c1
-2.5%,CCOc1ccc(NC(=O)CSc2oc(-c3ccccc3)nc2S(=O)(=O)c2ccc(Cl)cc2)cc1
-1.9%,O=C(c1cc(=O)c2cc(Cl)ccc2o1)N(Cc1ccccc1)C1CCS(=O)(=O)C1 (stereo not given)
0.0%,COc1ccc(S(=O)Cc2ccc(C(=O)N3CCN(c4cccc(C)c4C)CC3)o2)cc1 (stereo not given)
0.8%,CCC(Sc1nnc2c3ccccc3n(C)c2n1)C(=O)Nc1nnc(C(C)C)s1 (stereo not given)
1.2%,O=C(Nc1nc2n(n1)C(c1ccc(Cl)cc1)C=C(c1ccccc1)N2)c1ccco1 (stereo not given)
2.4%,COc1ccccc1CNC(=O)c1ccc(NC(=O)N2CC(C)Sc3ccccc32)cc1 (stereo not given)
-2.3%,CC(C)CNc1nc(Oc2ccc(OCC(N)=O)nn2)nc(N2CCOCC2)n1
0.9%,O=C(COc1ccccc1F)Nc1c(C(=O)Nc2cccc(F)c2)oc2ccccc12
-0.3%,O=C(Nc1ccccc1C(F)(F)F)Nc1c[nH]c(=O)[nH]c1=O
8.8%,COc1ccc(CC(=O)Nc2sc3c(c2C(=O)Nc2cccc(Cl)c2)CCCCC3)cc1
-3.5%,O=C(Cn1ncn2nc(-c3cccs3)cc2c1=O)NCc1ccccc1Cl
-2.9%,Cc1ccc2nc3c(cc(C#N)c(=O)n3-c3nnc(SCc4ccc(F)cc4)s3)c(=O)n2c1
?,Cc1cccc(NC(=O)c2sc3nc4c(cc3c2N)CN(Cc2ccccc2)CC4)c1
?,CCc1ccccc1NC(=O)Cn1nc2c3cc(F)ccc3n(Cc3cccc(C)c3)cc-2c1=O
-1.1%,CCc1cccc(NC(=O)Cn2c(=O)n(CCC(=O)NCC3CCCO3)c(=O)c3cc(OC)c(OC)cc32)c1 (stereo not given)
3.7%,Cc1ccc(C)c(Nc2nn3c(=O)c4ccc(C(=O)N(C)Cc5ccccc5)cc4nc3s2)c1
2.4%,CCCOc1ccc(CNC(=O)c2cc3ccccn3n2)cc1
-3.8%,CCN(c1ccccc1)c1nnc(NC(=O)Nc2cccc(C(F)(F)F)c2)s1
0.0%,Cc1ccc(NC(=O)CCc2c(C)nc3nc(C)nn3c2C)c(Cl)c1
-0.7%,CCOc1ccc(-n2c(=O)c3c4c(sc3n(CC(=O)NC(C)CC)c2=O)CCCCC4)cc1 (stereo not given)
8.0%,COc1cccc(C2C(C(=O)Nc3ccc(Cl)cc3)=C(C)Nc3nc4ccccc4n32)c1OC (stereo not given)
2.8%,Cc1ccc(NC(=O)CCn2nc(-c3ccccc3)c3ccccc3c2=O)c(C)c1
12%,COCCCNC(=O)Cn1nc(N2CCN(c3ccccc3)CC2)ccc1=O
0.0%,COC(=O)c1ccccc1NC(=O)c1cc(=O)c2ccc(C)c(C)c2o1
0.8%,CCCCN(Cc1cc2ccccc2[nH]c1=O)C(=O)c1cccc(Cl)c1
-3.8%,COc1cccc(Cn2nnc(C(=O)NCc3ccc(Cl)cc3Cl)c2N)c1
0.3%,Cc1ccc(CNC(=O)Cc2coc3cc(C)cc(C)c23)cc1
14%,CC(C)Oc1ccc(C(=O)Nc2nonc2-c2ccc(OC(C)C)cc2)cc1
5.2%,CCC(C(=O)Nc1ccccc1C(=O)OC)n1nc(C)c2c(C)n(-c3ccc(C)cc3)nc2c1=O (stereo not given)
-1.6%,COc1cccc(-c2csc(-c3c(N)c(C(=O)c4ccc5c(c4)OCO5)n4ccccc34)n2)c1
1.1%,Cc1ccc2c(c1)c(=O)c(C(=O)c1ccccc1)cn2Cc1ccccc1F
0.1%,Cc1cccc(C)c1NC(=O)c1ccc2c(c1)N(Cc1cccc(Cl)c1)C(=O)c1ccccc1S2=O (stereo not given)
1.0%,Cc1ccc(Nc2c(-c3cccc(Cl)c3)nc3cccc(C)n23)cc1
9.5%,Cc1ccc(-n2c3nc(=O)n(C)c(=O)c-3cc3ccccc32)c(C)c1
0.3%,CCN(CC)C(=O)c1c(NC(=O)c2ccccc2F)sc2c1CCC(C(C)(C)C)C2 (stereo not given)
0.2%,O=C(Cc1c(C(=O)O)[nH]c2ccccc12)Nc1cccc(C(F)(F)F)c1
-1.7%,O=C(Nc1sc2c(c1C(=O)N1CCCCC1)CCCC2)c1ccccc1Cl
2.9%,Cc1ccc(NC(=O)Cn2nnc3sc4c(c3c2=O)CCCC4)c(C)c1
0.8%,CCOc1ccc(C(=O)Nc2ccc3oc(-c4cccc5ccccc45)nc3c2)cc1
1.4%,Cc1c(C(=O)NCc2ccc(Cl)cc2)oc2ccc3c(c12)C(=O)CC(C)(C)O3
2.0%,COc1ccc(CN2C(=O)N(c3ccc(F)cc3)C(=O)C2CC(=O)Nc2cc(OC)cc(OC)c2)cc1 (stereo not given)
-3.9%,Cc1ccc(C2Nc3cc(C)c(C)cc3-n3c(-c4ccccc4)c4c(=O)n(C)c(=O)n(C)c4c32)o1 (stereo not given)
-3.5%,CC(C)CC(=O)N1CC(=O)Nc2ccc(F)cc2C1c1ccccc1 (stereo not given)
-2.1%,Cc1nn(CCCC(=O)NCc2cccc(Cl)c2)c(=O)c2c1sc1ccccc12
-0.8%,COc1ccc(CN(Cc2ccco2)C(=O)COc2ccc(Cl)cc2C)cc1
2.7%,CCc1cc2c(cc3c(=O)n(CC(=O)NC4CCCCC4)nc(CC)n32)s1
-1.1%,COc1ccc(-c2nc(CS(=O)CC(=O)NCCc3ccc(Cl)cc3)c(C)o2)cc1OC (stereo not given)
-0.1%,COc1ccc2cc(-c3nc(Cl)c4c5c(sc4n3)CCCC5)c(=O)oc2c1
1.3%,CCc1ccc(NC(=O)CCCc2nnc3n(C(C)CC)c(=O)c4sccc4n23)cc1 (stereo not given)
?,O=C(CCCn1c(=O)c2cccn2c2cccnc21)NCc1ccccc1Br
-1.0%,COc1ccc(OC)c(C2Nc3c(C)cc(C)cc3-c3cc(C)nn32)c1 (stereo not given)

# The listing continues:
Epigenetic reg,SMILES
2.7%,CCOC(=O)c1c(-c2ccccc2)oc2ccc(NS(=O)(=O)c3ccc(OC)cc3)cc12
-2.6%,Cc1c(C)n(C)c2ccc(C(=O)NCc3cccc(F)c3)cc12
-3.4%,O=C(CCSCc1cnn(-c2ccccc2)c1-n1cccc1)NCc1ccccc1Cl
-2.2%,Cc1ccc(C)c(CN2CCCN(Cc3ccc(F)cc3)S2(=O)=O)c1
-0.8%,O=C(CSc1nnc2scc(-c3ccc(Cl)cc3)n12)Nc1ccccc1F
?,COc1ccc(C2=NS(=O)(=O)N(C)C(C(=O)N(C)Cc3ccccc3)=C2)cc1OC
1.4%,O=c1c2cccnc2n(Cc2cccc(F)c2)c(=O)n1Cc1ccc(F)cc1
-0.9%,CCOCCCNC(=O)c1cn(CC(C)C)c(=O)c2c1c1ccccc1n2C
-1.1%,CCCCSCCCNC(=O)CN1C(=O)COc2ccc(S(=O)(=O)N3CCCC3)cc21
-1.6%,COc1ccc(-c2c(C#N)c(SCC(=O)Nc3ccccc3C)nc(C)c2C(=O)Nc2ccccc2)cc1OC
10%,Cc1ccc(S(=O)(=O)Cc2nc(-c3ccc(C(=O)NCc4ccccc4F)cc3)oc2C)cc1
4.1%,Cc1ccc(Cl)cc1-n1c(=O)c2sc3ccccc3c2n(CC(=O)NC2CCCCC2)c1=O
0.6%,Cc1c(C(=O)N2CCOCC2)oc2c1-c1nn(CC(=O)NCc3ccccc3)cc1CC2
-0.8%,Cc1cccc(NC(=O)c2c(Br)sc3c2CCCC3)c1
11%,Cc1ccccc1Nc1c(-c2c[nH]c3ccccc23)nc2ccccn12
-1.6%,Cc1ccccc1NC(=O)c1ccccc1NC(=O)c1ccccc1Cl
-0.5%,O=C(CN(c1ccc(Cl)c(C(F)(F)F)c1)S(=O)(=O)c1ccccc1)Nc1cccnc1
-0.6%,Cc1ccc(CNc2nnc(C)c3nnn(Cc4ccc(F)cc4)c23)cc1
0.0%,Cc1c(Cl)cccc1NC(=O)Cn1c(CCC(=O)O)ccc1-c1cccs1
-1.6%,CCOC(=O)c1c(NC(=O)/C(C#N)=C/c2ccc(OC)cc2)sc2c1CCC2
-0.7%,Cc1ccccc1-c1noc(-c2nnn(-c3ccccc3C)c2N)n1
-0.8%,Cc1cc(OCC(=O)NCCc2nc3ccccc3[nH]2)cc(C)c1Cl
-1.0%,Cc1cc(C)c(NC(=O)C(C)n2c(=O)c(C(F)(F)F)nc3ccccc32)c(C)c1 (stereo not given)
3.5%,CCn1c(C(=O)NCc2ccccc2C)cc2oc3ccccc3c21
-2.6%,CC(=O)c1ccc(NC(=O)c2nc(-c3ccccc3)n(-c3ccccc3Cl)n2)cc1
-2.8%,Cc1ccc(-n2nc3c(=O)n(C(C)C(=O)NCc4ccccc4C)nc(C)c3c2C)cc1 (stereo not given)
1.8%,COc1ccc(N2CCN(CCCNC(=O)c3c(C)nn(-c4ccc(F)cc4)c3-n3cccc3)CC2)cc1
1.3%,CCC(C(=O)Nc1cc(OC)ccc1OC)n1c(=O)c(C(F)(F)F)nc2ccccc21 (stereo not given)

# Laid out differently: four of the compounds above
compound | Epigenetic reg
CCC(C(=O)Nc1cc(OC)ccc1OC)n1c(=O)c(C(F)(F)F)nc2ccccc21 (stereo not given) | 1.3%
Cc1ccc(-n2nc3c(=O)n(C(C)C(=O)NCc4ccccc4C)nc(C)c3c2C)cc1 (stereo not given) | -2.8%
COc1ccc(N2CCN(CCCNC(=O)c3c(C)nn(-c4ccc(F)cc4)c3-n3cccc3)CC2)cc1 | 1.8%
Cc1cc(C)c(NC(=O)C(C)n2c(=O)c(C(F)(F)F)nc3ccccc32)c(C)c1 (stereo not given) | -1.0%
